RSV antiviral HEp-2 = RSV antiviral activity via CPE protection, HEp-2 cells, primary 10 µM value included (AID 2391); HEp-2 cells, RSV-induced CPE inhibition; higher % means a stronger effect; CPE inhibition, % at 10 µM, or IC50 in µM where a hit was titrated; 310,000 tested, 0.13% active; in the data active means a potency from the dose series; inconclusive means CPE inhibition mostly from about 23% at the one dose, without a potency; inactive means the rest, 99 in 100 with CPE inhibition below about 21%; further: strong numbers were not always called active
Salmonella PhoP GFP = PhoP-dependent GFP reporter repression – Salmonella Typhimurium, primary screen (AID 1863); S. Typhimurium PhoP-regulated promoter GFP reporter, 4 h; higher % means a stronger effect; 300,000 tested, 0.16% active; inhibition, % at 50 µM, or IC50 in µM where a hit was titrated;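 active means inhibition over 29.93%, a cutoff 3 SD above the screen mean, later confirmed by dose response; inconclusive means inhibition over 29.93% but no dose response follow-up; inactive means inhibition at most 29.93% or unconfirmed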;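 further: 0% = low Mg2+ inducing control and 100% = high Mg2+ repressing control; strong numbers were not always called active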
SV40 large T antigen = SV40 large T antigen inhibitors, biochemical (AID 1903). 310,000 tested, 0.39% active. one-dose inhibition, % at 20 µM; IC50 in µM for titrated hits. SV40 large T antigen ATPase/helicase inhibition assay; higher % means a stronger effect; in the data active means a potency from the dose series; inconclusive means inhibition mostly from about 32% at the one dose, without a potency; inactive means the rest, 99 in 100 with inhibition below about 32%; further: strong numbers were not always called active
West Nile antiviral = inhibition of WNV-induced cytopathic effect – cell-based, CPE readout (AID 1621); 290,000 tested, 0.02% active; one-dose CPE inhibition, % at 10 µM; IC50 in µM for titrated hits; West Nile virus-infected cells, CPE inhibition; higher % means a stronger effect; in the data active means a potency from the dose series; inconclusive means CPE inhibition mostly from about 3.7% at the one dose, without a potency; inactive means the rest, 99 in 100 with CPE inhibition below about 2.2%; further: strong numbers were not always called active
GPR35 antagonists = inhibition of zaprinast-stimulated GPR35 beta-arrestin translocation – imaging, U2OS, beta-arrestin-GFP, zaprinast agonist, primary screen (AID 2058). U2OS GPR35 beta-arrestin-GFP translocation imaging, zaprinast antagonism; higher % means a stronger effect. inhibition, % at 10 µM, or IC50 in µM where a hit was titrated. 290,000 tested, 0.052% active;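 active means inhibition of at least 50% with at least 30 cells and total cytoplasm GFP at most 10,000,000; inconclusive means under 30 cells or total GFP of 10,000,000 plus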
Rac1 GTP hydrolysis = MgcRacGAP GTPase-activating activity inhibitors, confirmation, biochemical, ADP Hunter fluorescence; MgcRacGAP-stimulated Rac1 GTP hydrolysis, ADP Hunter fluorescence; higher % means a stronger effect; GST-tagged Rac1 F28L mutant substrate; inhibition, % at 30 µM, or IC50 in µM where a hit was titrated; 340,000 tested, 0.6% active; AID 624330;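 active means first-screen hits whose inhibition reached a set limit at any dose in the follow-up dose series; inconclusive means inhibition above the set first-screen limit but never retested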;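 further: fluorescence reports GDP produced by GAP-driven GTP hydrolysis; strong numbers were not always called active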
CSM14.1 death rescue = rescue of cells from ER stress-induced death, primary screen, 384-well, CSM14.1, thapsigargin, ATP luminescence (AID 1222) | CSM14.1 thapsigargin-induced death rescue, ATP luminescence; higher % means a stronger effect | 190,000 tested, under 10 active | cellular ATP content (survival), % at 20 µM; hits with a dose series show EC50 in µM;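 active means EC50 below 50 µM in the dose-response confirmation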;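 further: death triggered by thapsigargin at about 15 µM added after 2 h compound pretreatment; cell ATP read after overnight thapsigargin exposure of roughly 18 to 22 hours; normalized against plate controls of thapsigargin alone and 5% DMSO vehicle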
NS5 inhibitors = flavivirus cap methylation enzyme inhibition – biochemical, confirmation dose response, primary screen (AID 588689) | Dengue-2 NS5 methyltransferase capping enzyme assay, biochemical; higher % means a stronger effect | 340,000 tested, 0.3% active | one-dose inhibition, % at 25 µM; IC50 in µM for titrated hits; in the data active means a potency from the dose series; inconclusive means inhibition above about 29% without an active follow-up result
LYP inhibition = PTPN22 lymphoid phosphatase activity blockers – biochemical, fluorescence intensity, uHTS (AID 1779); inhibition, % at 11.5 µM, or IC50 in µM where a hit was titrated; recombinant LYP phosphatase, fluorescence intensity; higher % means a stronger effect; 290,000 tested, 0.054% active; in the data active means inhibition above about 50%;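 further: plate controls were vehicle with enzyme for no effect and no enzyme for full effect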
Active calls of the source: *; ? = inconclusive; nt = not tested or not shown.

SMILES	RSV antiviral HEp-2	Salmonella PhoP GFP	SV40 large T antigen	West Nile antiviral	GPR35 antagonists	Rac1 GTP hydrolysis	CSM14.1 death rescue	NS5 inhibitors	LYP inhibition
CCN1/C(=C2\OC(=S)N(C)C2=O)C=Cc2ccccc21	4.1%	0.1%	3.5%	-0.1%	-4.8%	5.6%	-1.4%	4.7%	-7.2%
Cc1ccc(CNC(=O)CN(CCc2ccccc2)S(C)(=O)=O)cc1	0.3%	0.0%	-2.0%	-0.6%	-4.4%	-7.4%	-0.1%	-3.7%	-3.5%
COc1ccccc1CN1C[C@@H]2C[C@@H](c3[nH]c4ccc(C)cc4c3C)N3CCC[C@@]23C1=O	-1.4%	5.4%	11.8%	0.6%	9.3%	7.2%	2.7%	-26.2%	4.9%
COC(CNC(=O)[C@H](CSCc1ccccc1)N1Cc2ccccc2C1=O)OC	1.5%	1.6%	8.0%	0.1%	-13.0%	17.1%	-0.6%	-7.3%	-5.6%
Cn1cc(CNC(=O)C2CCC(=O)N(Cc3cccc(C(F)(F)F)c3)C2)cn1 (stereo not drawn)	-0.4%	-1.9%	15.4%	-0.1%	23.4%	1.5%	nt	1.3%	-6.3%
Cc1ccc(S(=O)(=O)CCSc2nc(C)cc(C(F)(F)F)c2C#N)cc1	0.3%	5.8%	13.0%	0.4%	8.8%	6.0%	3.6%	1.1%	1.4%
O=C(c1ccc(Cl)cc1[N+](=O)[O-])N1CCOCC1	0.9%	-3.7%	0.6%	-0.5%	-5.2%	-0.2%	-1.2%	-2.5%	-9.8%
Cc1cc(C)nc(N(C#N)Cc2cccc(Cl)c2)n1	9.0%	2.4%	21.4%	-0.1%	35.7%	4.0%	3.0%	-8.5%	-7.6%
CC(=O)Nc1ccc(S(=O)(=O)NCCc2cc3ccc(C)c(C)c3[nH]c2=O)cc1	1.8%	5.2%	13.1%	0.2%	1.4%	5.2%	nt	-1.3%	-7.5%
CCOC(=O)c1sc2c(c1C)c(=O)c(C(=O)OCC)cn2CC	1.4%	1.6%	8.8%	-0.1%	-18.2%	6.0%	3.7%	-13.1%	-0.2%
O=C(CCC1CCCN(C(=O)c2cccnc2)C1)NCc1ccccc1F (stereo not drawn)	0.9%	3.2%	-4.7%	-0.2%	4.4%	3.2%	nt	-4.5%	-4.2%
Cn1cc(CN2CCN(c3ccc(Cl)cn3)CC2)c(-c2ccccc2F)n1	14.7%	-3.4%	7.3%	-1.1%	-3.2%	7.2%	0.6%	2.3%	-10.3%
CC[C@H](C)C(C(=O)N1CCN(C(=O)OC(C)(C)C)CC1)n1cc(C(Cc2ccc(O)cc2)NC(=O)OC(C)(C)C)nn1 (stereo partly drawn)	-0.4%	-4.9%	11.8%	0.1%	13.0%	1.1%	2.5%	-2.4%	0.8%
Cn1c(=O)c2c(nc(NCCNC(=O)c3ccco3)n2Cc2ccc(Cl)cc2Cl)n(C)c1=O	0.6%	-2.5%	14.1%	-0.7%	0.7%	1.6%	-1.4%	3.5%	-2.0%
Cc1ccc(-n2nc3ccc(NC(=O)/C=C/c4ccco4)cc3n2)cc1	3.3%	-17.4%	6.0%	-1.4%	-11.8%	7.9%	1.3%	-7.8%	1.9%
CCCOc1ccc(CNC(=O)C2CCN(c3nnc(N4CCCC4=O)s3)CC2)cc1	1.0%	nt	6.6%	0.1%	-15.4%	-5.7%	nt	-2.1%	-7.6%
O=C(O)c1ccc(/C=C2\CCCc3c2nc2ccccc2c3C(=O)O)cc1	1.9%	-3.0%	7.2%	-0.1%	10.4%	3.7%	nt	0.0%	-2.4%
CCCCN1C(=O)c2ccc(C(=O)Nc3cccnc3)cc2C1=O	0.5%	9.6%	4.0%	0.3%	10.3%	-5.0%	-1.1%	1.4%	-6.8%
COc1ccc(C(=O)c2ccc(CC(=O)O)s2)cc1	0.4%	-9.6%	7.6%	0.3%	15.1%	6.8%	-0.8%	-3.6%	3.9%
C=CCNC(=S)NNC(=O)C(CCC(C)C)CC(C)O (stereo not drawn)	2.0%	-6.9%	14.4%	-0.3%	-7.0%	7.4%	0.4%	-1.4%	-5.8%
COc1ccc(C(C(=O)NC2CCCCC2)N(CC2CCCO2)C(=O)CNC(=O)c2ccco2)cc1 (stereo not drawn)	-0.3%	13.7%	10.3%	-0.2%	-7.0%	6.3%	0.6%	-0.8%	1.5%
COc1cc(/C=N\NC(=O)C2COc3ccccc3O2)cc(OC)c1O (stereo not drawn)	1.6%	-4.3%	37.5%	0.3%	6.5%	7.7%	nt	1.6%	-3.5%
O=S(=O)(Nc1ncn[nH]1)c1ccc2ccccc2c1	1.1%	-5.8%	-2.0%	-0.1%	-10.5%	-6.0%	-2.3%	-3.3%	-12.5%
CCN(CC)CCNC(=O)c1ccc(NC(=O)Cc2cccc3ccccc23)cc1	0.1%	0.1%	23.3%	0.5%	16.1%	6.0%	nt	-0.8%	1.4%
COc1ccc(-n2c(SCc3cn4c(C)cccc4n3)nc3ccccc3c2=O)cc1OC	10.0%	5.2%	10.8%	-1.3%	-9.7%	0.4%	4.4%	-9.5%	7.9%
O=C(COC(=O)c1ncc(Cl)c(Cl)c1Cl)NC1CCS(=O)(=O)C1 (stereo not drawn)	0.6%	2.8%	6.7%	nt	nt	4.5%	nt	2.2%	nt
COc1cccc(C(=O)NC2CCN(C(=O)N3c4ccccc4Sc4ccccc43)CC2)c1	2.7%	-10.6%	4.5%	0.0%	-7.4%	5.4%	-0.5%	-2.8%	36.6%
Cn1c(=O)oc2cc(S(=O)(=O)N3CCC(C(=O)NCc4ccccc4Cl)CC3)ccc21	1.2%	5.7%	11.1%	-0.2%	8.1%	5.2%	nt	-2.0%	-12.3%
O=C(Nc1cccc(NC(=O)c2cccc(F)c2)n1)c1cccc(F)c1	?	2.3%	2.6%	-0.7%	-0.9%	-5.2%	nt	-0.7%	-8.5%
COc1ccc(Cn2c(CCC(=O)Nc3ccccc3OC)nc3cccnc32)cc1	4.4%	-6.9%	16.0%	-0.5%	-10.5%	9.7%	1.2%	-3.6%	-5.3%
O=C(/C=C/c1ccccc1)NCCSCc1ccccc1Cl	5.3%	-8.4%	10.2%	-0.3%	-11.6%	3.1%	-1.9%	-2.2%	-2.4%
COc1cc(C=O)c(Br)cc1OCC(=O)NCc1ccccc1	3.7%	-3.3%	8.0%	0.2%	13.0%	0.8%	0.4%	5.3%	-3.3%
CS(=O)(=O)N(CC(=O)NCc1ccc2c(c1)OCO2)c1cccc(Cl)c1	-1.5%	20.1%	-6.1%	0.2%	9.1%	5.2%	3.5%	-10.9%	-7.5%
Cc1cc(C)c2c(N)c(C(=O)c3ccc(Cl)cc3)sc2n1	0.1%	0.8%	-2.0%	-0.7%	21.4%	4.3%	-3.2%	-9.6%	-2.9%
Cn1c(=O)c2c(nc(Oc3ccc4c(c3)OCO4)n2Cc2ccc(Br)cc2)n(C)c1=O	0.1%	-5.7%	17.2%	0.0%	13.3%	nt	nt	nt	-4.6%
O=C(NCc1cccc(C(F)(F)F)c1)c1cc(Cl)cc(Cl)c1	-0.4%	-4.6%	14.4%	0.4%	5.1%	3.1%	0.1%	0.8%	-5.5%
Cc1ccc(C)c(NC(=O)Cn2ccn(-c3ccc4c(c3)OCO4)c(=O)c2=O)c1	2.0%	-0.7%	7.3%	nt	nt	5.1%	nt	-3.6%	nt
CCCn1nc2cc(C(=O)NCCc3ccc(C)cc3)ccc2c1OCC	9.5%	1.9%	10.5%	-0.1%	3.7%	11.2%	-0.1%	-0.7%	-0.6%
COc1cc(OC)c(-c2noc(C(=O)OC(C)(C)C)c2C(=O)OC(C)(C)C)c(OC)c1	0.7%	-11.6%	6.9%	-0.7%	0.1%	6.9%	1.3%	-7.4%	1.4%
CCSc1nc2ccc(OC)cc2cc1C#N	1.9%	-0.8%	1.6%	-0.1%	3.9%	5.4%	2.3%	-2.4%	1.8%
Cc1nn(-c2ccc(F)cc2)c(C)c1CN1CCN(CCC(C)C)C(CCO)C1 (stereo not drawn)	-1.8%	-5.1%	13.1%	-0.6%	11.8%	0.9%	-0.5%	-3.2%	-2.8%
O=C(c1ccco1)N1CCN(Cc2nc3cc(Cl)ccc3c(=O)[nH]2)CC1	0.4%	6.4%	8.0%	-0.2%	-10.8%	-1.1%	-0.6%	-4.4%	2.1%
C=CCn1c(SCc2c(C)noc2C)nc2sc3c(c2c1=O)CCC(C)C3 (stereo not drawn)	0.6%	3.4%	16.5%	0.1%	-12.3%	5.3%	-2.0%	3.2%	9.8%
Cc1ccc(S/C=C\C(=O)c2ccccc2)cc1	3.7%	3.5%	1.5%	0.0%	3.9%	3.2%	-0.4%	-7.7%	4.1%
CCCCn1nc2cc(C(=O)NC[C@@H]3CCCO3)ccc2c1OCC	2.5%	2.3%	10.7%	-0.3%	5.0%	0.1%	-0.8%	-4.0%	-6.9%
CN(C)S(=O)(=O)c1ccc(Cl)c(C(=O)NC2CCN(Cc3ccccc3)C2)c1 (stereo not drawn)	2.2%	-4.7%	9.2%	1.0%	-4.6%	7.1%	nt	1.8%	0.2%

Part of the list above in another layout.
Cn1c(=O)c2c(nc(Oc3ccc4c(c3)OCO4)n2Cc2ccc(Br)cc2)n(C)c1=O
  RSV antiviral HEp-2: 0.1%
  Salmonella PhoP GFP: -5.7%
  SV40 large T antigen: 17.2%
  West Nile antiviral: 0.0%
  GPR35 antagonists: 13.3%
  Rac1 GTP hydrolysis: nt
  CSM14.1 death rescue: nt
  NS5 inhibitors: nt
  LYP inhibition: -4.6%

CCCn1nc2cc(C(=O)NCCc3ccc(C)cc3)ccc2c1OCC
  RSV antiviral HEp-2: 9.5%
  Salmonella PhoP GFP: 1.9%
  SV40 large T antigen: 10.5%
  West Nile antiviral: -0.1%
  GPR35 antagonists: 3.7%
  Rac1 GTP hydrolysis: 11.2%
  CSM14.1 death rescue: -0.1%
  NS5 inhibitors: -0.7%
  LYP inhibition: -0.6%

O=C(NCc1cccc(C(F)(F)F)c1)c1cc(Cl)cc(Cl)c1
  RSV antiviral HEp-2: -0.4%
  Salmonella PhoP GFP: -4.6%
  SV40 large T antigen: 14.4%
  West Nile antiviral: 0.4%
  GPR35 antagonists: 5.1%
  Rac1 GTP hydrolysis: 3.1%
  CSM14.1 death rescue: 0.1%
  NS5 inhibitors: 0.8%
  LYP inhibition: -5.5%

CN(C)S(=O)(=O)c1ccc(Cl)c(C(=O)NC2CCN(Cc3ccccc3)C2)c1 (stereo not drawn)
  RSV antiviral HEp-2: 2.2%
  Salmonella PhoP GFP: -4.7%
  SV40 large T antigen: 9.2%
  West Nile antiviral: 1.0%
  GPR35 antagonists: -4.6%
  Rac1 GTP hydrolysis: 7.1%
  CSM14.1 death rescue: nt
  NS5 inhibitors: 1.8%
  LYP inhibition: 0.2%
